Compound activity from PubChem BioAssay.
KDM5B inh = KDM5B demethylase inhibition. AID 1347165. 220,000 compounds, 2.6% hits. Q9UGL1. KDM5B demethylase, FDH-coupled NADH fluorescence (FDH is formaldehyde dehydrogenase). Potency, µM (doses to about 57.7 µM), for inactives: at the top dose activity change, negative = inhibition, actives largely listed as inhibitors; active = well fitted inhibition curve with a large enough effect; inconclusive = small, poorly fitted or top-dose-only effect; inactive = no such curve, though single readings can be large or run the other way; note: 0% is about no effect; nearly all actives have a fitted effect of over 70% in size
Target sequence (Q9UGL1 whole entry, looked up): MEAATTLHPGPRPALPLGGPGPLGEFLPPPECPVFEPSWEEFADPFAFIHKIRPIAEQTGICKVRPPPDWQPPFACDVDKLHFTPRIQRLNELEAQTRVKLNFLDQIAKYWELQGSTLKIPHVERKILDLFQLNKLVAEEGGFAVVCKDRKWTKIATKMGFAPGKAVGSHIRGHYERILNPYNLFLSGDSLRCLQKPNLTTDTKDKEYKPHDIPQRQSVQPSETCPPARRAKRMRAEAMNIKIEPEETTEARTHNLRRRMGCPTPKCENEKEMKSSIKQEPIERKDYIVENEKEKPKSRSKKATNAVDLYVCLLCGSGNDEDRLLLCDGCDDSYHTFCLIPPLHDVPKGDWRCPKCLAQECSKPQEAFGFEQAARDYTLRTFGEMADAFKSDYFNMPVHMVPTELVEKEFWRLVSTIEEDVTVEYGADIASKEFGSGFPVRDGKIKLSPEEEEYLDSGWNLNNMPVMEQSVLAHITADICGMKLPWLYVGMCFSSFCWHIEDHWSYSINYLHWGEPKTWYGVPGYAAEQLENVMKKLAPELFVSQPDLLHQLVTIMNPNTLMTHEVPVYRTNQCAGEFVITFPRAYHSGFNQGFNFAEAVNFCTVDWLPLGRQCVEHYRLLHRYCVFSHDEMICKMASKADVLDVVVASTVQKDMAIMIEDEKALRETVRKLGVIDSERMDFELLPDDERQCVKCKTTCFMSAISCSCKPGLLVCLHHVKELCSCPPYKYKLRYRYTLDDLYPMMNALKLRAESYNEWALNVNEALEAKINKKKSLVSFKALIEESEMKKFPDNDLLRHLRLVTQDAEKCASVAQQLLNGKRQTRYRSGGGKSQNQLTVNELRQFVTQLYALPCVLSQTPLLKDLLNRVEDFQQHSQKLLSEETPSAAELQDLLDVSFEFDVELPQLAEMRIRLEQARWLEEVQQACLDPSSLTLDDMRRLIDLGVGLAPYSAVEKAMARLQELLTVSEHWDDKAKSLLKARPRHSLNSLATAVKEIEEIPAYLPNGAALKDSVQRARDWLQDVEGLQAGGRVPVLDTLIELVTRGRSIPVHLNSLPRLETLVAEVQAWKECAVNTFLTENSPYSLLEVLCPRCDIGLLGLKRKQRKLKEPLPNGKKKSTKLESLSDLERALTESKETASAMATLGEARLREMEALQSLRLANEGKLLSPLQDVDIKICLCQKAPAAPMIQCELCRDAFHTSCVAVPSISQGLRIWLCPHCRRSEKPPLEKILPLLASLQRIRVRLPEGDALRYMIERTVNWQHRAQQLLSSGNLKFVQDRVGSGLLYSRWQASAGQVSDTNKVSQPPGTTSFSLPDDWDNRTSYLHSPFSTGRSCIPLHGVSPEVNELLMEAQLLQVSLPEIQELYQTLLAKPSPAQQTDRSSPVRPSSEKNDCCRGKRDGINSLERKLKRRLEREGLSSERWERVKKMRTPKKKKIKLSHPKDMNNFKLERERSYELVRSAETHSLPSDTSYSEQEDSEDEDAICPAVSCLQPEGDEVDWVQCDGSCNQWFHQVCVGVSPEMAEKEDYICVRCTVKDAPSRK
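Coupled FDH/NAD⁺ fluorescence readout. KDM5BΔAP 200 nM final; compound titration, 10 min RT preincubation; substrate mix 12.5 µM H3K4me3, 25 µM 2-OG, 50 µM Fe(II), 100 µM ascorbate, 0.25 mM NAD⁺, 0.25 U/mL FDH; ΔRFU over 30 min.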
* marks the source's active call; other numbers are inactive results; i = inactive; ? = inconclusive; & = joins results of further samples; [ ] = remark or other dose. Potency is the fitted concentration of half-maximal effect. These rows are one share of the data, so the mix of outcomes need not match the whole.

canonical_smiles,KDM5B inh
Cc1ccc(C)c(Cn2c(C(C)NC(=O)c3ccccc3)nc3ccccc32)c1 (configuration not stated),3.5%
CC(Sc1nnc2ccccn12)C(=O)c1ccc(F)c(F)c1 (configuration not stated),17.4%
COc1cc(-c2c(NC(=O)c3ccccc3F)oc3c(C)cccc3c2=O)cc(OC)c1OC,-13.4%
Cc1ccc2[nH]c(C(=O)NCCc3ccccc3)cc2c1,?
Cc1cc2c(c(=O)n(-c3ccccc3)c(=O)n2CC(=O)Nc2ccccc2C(F)(F)F)n1C,6.7%
COc1ccc(C(=O)N2CCCC3(CCC(=O)N(Cc4ccncc4)C3)C2)o1 (configuration not stated),-27.2%
CCCNC(=O)NC(C(N)=O)C(N)=O,-14.6%
CC(C)(C)c1cc(C(=O)NCC(=O)O)cc(C(C)(C)C)c1,-9.2%
O=C(Nc1cccnc1)c1ccc2c(c1)OCCN(c1ccccc1)C2,-25.6%[86.2 µM]
CCN(CC)S(=O)(=O)N(C)CC1COc2ccccc2O1 (configuration not stated),1.8%
Cc1cccn2c(=O)c3cc(C(=O)NCCc4ccc(S(N)(=O)=O)cc4)n(C)c3nc12,?
Cc1ccc2nc(N(Cc3cccnc3)C(=O)Cc3ccccc3)sc2c1,-16.0%
c1ccc(CNc2nc(-c3cccnc3)nc3ccccc23)cc1,-20.4%
CCn1cnnc1CC1CCN(S(=O)(=O)c2ccccc2C)CC1,10.6%
Cc1cc(Cl)ccc1C(=O)C1CCCN(C(=O)CCn2cncn2)C1 (configuration not stated),-2.3%
CCOc1ccccc1CN1CCC2(CCN(C(=O)Cc3cccc(Cl)c3)CC2)Oc2ccccc21,-30.5%
COc1ccccc1C(=O)N1CCN(c2oc(-c3cccs3)nc2C#N)CC1,?
Cn1cnc2c1c(=O)n(Cc1cccc(Cl)c1)c(=O)n2C,17.2%&14.7%
Cc1ccc(CNC(=O)N2CC(Oc3cccc(-c4nc(C)no4)c3)C2)cc1,-6.4%
COCc1nnc(NC(=O)C2c3ccccc3C(=O)N(C3CCCC3)C23CCCC3)s1 (configuration not stated),-17.5%

(further entries)
canonical_smiles,KDM5B inh
O=C(c1ccc(Cl)cc1)n1nc(-c2ccccc2)nc1NCc1ccco1,?
COC(=O)c1ccc(CNC(=O)c2ccc(C#N)cc2)cc1,13.6%
COc1ccc(CNC(=O)C2CCN(S(=O)(=O)c3cccc(-c4noc(C)n4)c3)CC2)cc1,-7.8%
Cc1cccc(C)c1NC(=O)CN1C(=O)NC2(CCC(C)CC2)C1=O (configuration not stated),-3.5%
COc1cccc(Nc2ncc(-c3ccccc3)c3c2OCC3)c1,20µM*
COc1ccc(-c2cc(C(=O)O)c3cc(C)c(C)cc3n2)cc1,i
CC(C)(C)CC(=O)Nc1cccc(C(=O)O)c1,-10.1%
CCCN(CC1CCOC1)S(=O)(=O)c1cc(OC)ccc1OC (configuration not stated),-10.5%
COc1ccc(/C=N/NC(=O)c2ccccc2O)cc1Cn1nnc2ccccc21,?
COc1cccc(CNC(=O)Cn2ncn3nc(-c4cccs4)cc3c2=O)c1,?
Cc1nonc1OCCn1cc(C2CCCNC2)nn1 (configuration not stated),8.2%
COc1cc(C(=O)NC2CC(=O)N(c3cccc(F)c3)C2)cc(OC)c1OC (configuration not stated),-10.7%
CC(=O)NC(CO)C(=O)N1CCc2onc(-c3cccc4ccccc34)c2C1 (configuration not stated),31.6µM*
O=C(Cn1ncc2c([nH]c3ccccc32)c1=O)NCc1cccc(Cl)c1,-24.1%
CCN(CCCNC(=O)CSc1cc(=O)n(C)c2cc(Cl)ccc12)c1ccccc1,-26.1%
CCOc1ccccc1-c1nc(Cn2nnc(C(=O)Nc3ccc4c(c3)OCCO4)c2N)c(C)o1,8.4%
O=C(NC1CCCC1)N1CCC(Oc2ccc(-c3noc(C4CC4)n3)cc2)C1 (configuration not stated),-11.2%
Cn1cccc1C(=O)NCC(=O)N1CCCCCNC(=O)CC1c1ccccc1 (configuration not stated),43.8%[activator]
CC(=O)Nc1ccc(CN2CCN3C(=O)N(c4ccccn4)C[C@H]3C2)cc1,-13.2%[86.2 µM]
CC1CCCCN1C(=O)c1cc(-c2cccnc2)nc2ccc(Cl)cc12 (configuration not stated),13.9%

Remaining list, next part:
canonical_smiles,KDM5B inh
NC(=S)NN=C1CCCCCCCCCCC1,?
O=C(Cc1cccc(F)c1)NC1CCCN(c2cc(-c3ccc(F)cc3)[nH]n2)C1 (configuration not stated),-31.5%
Cc1ccc(NC(=O)c2cnc3ccccc3n2)c(C)c1,9.6%
CCCCOc1ccc(C(=O)Nc2cc(-c3cn4cccnc4n3)ccc2OC)cc1,?
CCOc1ccc2nc(N3CCCC(C(=O)Nc4ccc(OC)c(Cl)c4)C3)sc2c1 (configuration not stated),6.1%
CCOc1ccc(CN2C[C@@H](NC(=O)COC)C[C@H]2CO)cc1,-28.4%
COc1cc(NC(=O)CCc2c(C)nn(-c3ccc4nnc(C)n4n3)c2C)cc(OC)c1OC,-9.0%
Cc1ccccc1CNC(=O)c1cccc(NC(=O)c2nsc3ccccc23)c1,?
CCOC(=O)COc1nc(-c2ccc(C)cc2)cc(-c2ccco2)c1C#N,?
Cc1ccc(C(=O)N2CCOC(c3ccc(Cl)c(Cl)c3)C2)c(=O)n1C (configuration not stated),-12.7%
CN(C)c1ccc(C(=O)NC2CCN(c3cc(-c4ccc(F)cc4)[nH]n3)C2)cc1 (configuration not stated),?
Cc1ccc(-n2nc3n(c2=O)CCN(C(=O)N(C)C)C3)cc1,?
Cc1cccc(C(C)C)c1NC(=O)c1ccc2ccccc2n1,-7.4%
CNC(=O)c1ccccc1OCc1coc(-c2ccccc2)n1,-3.7%
Cc1noc(-c2cn(C3CCN(C(=O)c4sccc4C)C3)nn2)n1 (configuration not stated),26.4%
Cc1nc2cc(NC(=O)COc3ccc(F)cc3Cl)ccc2o1,8.3%
CC(C)C[C@@H]1N[C@H](C(=O)NC2CCC2)Cc2c[nH]c3cccc1c23,-0.9%[86.2 µM]
COc1cccc(O)c1CN1CCC2(CC1)Cc1ccccc1CNC2=O,1.3%[115 µM]
CC(C)(C)NC(=O)CN1CCN(C(=O)CCc2ncc(-c3ccccc3)o2)CC1,0.5%
CCOC(=O)c1ccc(NC(=O)Nc2cccc(-c3nnc(Cc4ccc5c(c4)OCO5)o3)c2)cc1,15.6%

More records.
canonical_smiles,KDM5B inh
COc1ccccc1NC(=O)CSc1nc2c(oc3ccccc32)c(=O)n1Cc1ccco1,-4.1%
CC(C)N1C[C@H](O)C[C@H]1c1nc(-c2ccc3c(c2)OCO3)no1,?
Cc1cc(N2CCCCC2)nc2ccc(NC(=O)/C=C/c3ccccc3Cl)cc12,-5.4%
Cc1c(Cl)cccc1S(=O)(=O)Nc1cccc(NC(N)=O)c1,13.9%
COc1ccc(CNC[C@H]2COCc3nc4cc(F)ccc4n32)cn1,-10.7%[86.2 µM]
CNC1CCc2nn(CC3CC3)c(=O)n2CC1 (configuration not stated),-0.9%
Clc1ccc2c(NN=C3CCCC3)ccnc2c1,?
O=C1NC(C(=O)N2CCN(Cc3ccc4c(c3)OCO4)CC2)Cn2cccc21 (configuration not stated),?
N#Cc1ccccc1C(=O)c1ccc(Br)cc1,2.0%
COc1cc(C(=O)Oc2c(C)cccc2C)cc(Cl)c1OC(C)C,-1.4%
COCCN1CCC(N2CCN(S(=O)(=O)c3ccc(C)c(Cl)c3)CC2)C1=O (configuration not stated),-17.6%
Cc1cc2[nH]c(=O)c(=O)[nH]c2cc1S(=O)(=O)N1CCN(c2ccccc2)CC1,?
COc1cc(C(=O)NC2(C(F)(F)F)C(=O)NC(C)=C2C#N)cc(OC)c1OC (configuration not stated),0.4%&5.8%
COc1ccc(NC(=O)Cn2nc(Cc3ccncc3)c3ccccc3c2=O)cc1Cl,11.5%
Cc1oc2ccccc2c1CC(=O)NCCCN(C)C,2.5%
CCOc1ccc(C(=O)N[C@H]2CCOC[C@H]2C2CCOCC2)o1,-17.3%
CCOC(=O)c1cnc2c(ccc3ccccc32)c1Nc1ccc(OC)cc1OC,-18.6%
CSc1ccccc1C(=O)NC(C)C,11.5%
Cc1cc(CSc2ncccc2C(=O)Nc2ccnn2Cc2ccccc2)no1,-5.1%
Cc1cccc(NC(=O)Cn2ccn3nc(-c4ccc(F)cc4)c(CO)c3c2=O)c1,?

Exported as labelled records: part of the list above
> Clc1ccc2c(NN=C3CCCC3)ccnc2c1
  KDM5B inh: ?

> CNC1CCc2nn(CC3CC3)c(=O)n2CC1 (configuration not stated)
  KDM5B inh: -0.9%

> N#Cc1ccccc1C(=O)c1ccc(Br)cc1
  KDM5B inh: 2.0%

> CSc1ccccc1C(=O)NC(C)C
  KDM5B inh: 11.5%

(continued)
canonical_smiles,KDM5B inh
Cc1ccccc1C(=O)N1N=C(c2ccc(NS(C)(=O)=O)cc2)CC1c1cccs1 (configuration not stated),-19.5%
Cc1ccc(C2CCN(C(=S)NC3CCCCC3)C2)cc1 (configuration not stated),5.1%
O=C(CCc1ccccc1)N1CCC2(CC1)CC(O)CCO2 (configuration not stated),0.1%
COc1ccccc1CCC(=O)N1CCN(C(=O)c2nnn3c2COC(c2ccccc2)C3)CC1 (configuration not stated),5.6%
CC(=O)N1CCC(Oc2ccc(Cl)cc2C(=O)N(C)Cc2nccn2C)CC1,7.4%
CCOc1cccc(C(=O)Nc2ccc3oc(=O)ccc3c2)c1,?
COCCNC(=O)C[C@@H]1C[C@H]2O[C@H](CN(C)C)[C@@H](O)[C@H]2O1,-10.0%[86.2 µM]
CCOC(=O)c1ccc(NC(=O)CN2c3ccccc3S(=O)(=O)c3ccccc32)cc1,?
CCNC(=O)c1coc(COc2ccc3c(c2)C(c2cccc(C)c2)N(C(=O)C2CC2)CC3)n1 (configuration not stated),-15.9%
Cc1cccc(C(=O)Nc2cccc(-c3nn4c(C)nnc4s3)c2)c1,11.7%
COc1ccc(NC(=O)Nc2ccc(C)n(CC(=O)N3CCCN(C)CC3)c2=O)cc1,4.3%
O=C(O)C1=NOC2CN(Cc3ccc(Cl)cc3)CC12 (configuration not stated),?
CCOc1ccccc1NC(=O)COC(=O)c1cc2c(C)nn(-c3ccc(F)cc3)c2s1,11.1%
CCc1ccc(-n2nc3ccc(NC(=O)c4ccc(C#N)cc4F)cc3n2)cc1,0.6%
CN1CCN(c2ncc3c(n2)CCN(Cc2cc(Br)cs2)C3)CC1,?
O=S(=O)(Nc1ncc(CN2CC[C@H]3CNC[C@H]32)cn1)c1ccccc1,2.5%
COCCNC(=O)[C@@H]1CCC[C@@H](NC(=O)C2CCCC2)CN(C)C(=O)C1,17.2%[86.2 µM]
COc1ccc(NC(=O)Cn2c(N3CCCCC3)nc(C)c(C)c2=O)cc1,-17.8%
COC(=O)C(C(=O)OC)=C1C2CC3CC(C2)CC1C3,3.9%
O=C([C@H]1C[C@H](Oc2ccccc2)CN1C(=O)CCc1ccccc1)N1CCOCC1,10.2%

The listing continues.
canonical_smiles,KDM5B inh
O=C1CCCc2occ(C(=O)N3CC(=O)N(Cc4ccccc4)CC(OCc4ccccn4)C3)c21 (configuration not stated),-25.8%
O=C(NCc1cc(F)cc(F)c1)c1ccc(N2CC3CC(C2)[C@H]2CCCC(=O)N2C3)nc1 (some centres not stated),-25.1%
CCc1nnc(SCC(=O)Nc2nccs2)n1CC,15.1%
Cc1ccc(NC(=O)CCc2ncc(-c3ccccc3)o2)c(O)c1,13.5%
O=C(c1ccccc1F)N1CCC2(C1)C(=NC1CCCC1)NC(=O)N2c1cc(F)cc(F)c1 (configuration not stated),2.2%[115 µM]
CS(=O)(=O)Cc1cccc(C(=O)NCC(O)c2cccc(Cl)c2)c1 (configuration not stated),24.0%
Cc1ccc(Nc2c(C(C)C)c(C)c(C#N)c3nc4ccccc4n23)cc1,?
CCc1cccc(NC(=O)N2CCC(n3cnnc3C3CC3)C2)c1 (configuration not stated),19.3%
CC1(CNCc2ccccc2)COc2ccc(C(=O)NCc3cccs3)cc2N1 (configuration not stated),31.6µM*
COCc1ncc(C)n1C1CCCNC1 (configuration not stated),?
Cc1c(C)c2ccc(OCC(=O)OCc3ccccc3)c(C)c2oc1=O,-7.5%
COc1cccc(C(=O)N2[C@@H]3CC[C@H]2CC(NC(=O)c2cnc(C)cn2)C3)c1C (some centres not stated),21.8%
CN(C)CCCNC(=O)c1cc2cc(F)ccc2[nH]1,?
CC(c1ccc(F)c(F)c1)N(C)CCS(=O)(=O)CCC(N)=O (configuration not stated),11.2%
O=C(CCc1ncc(-c2c(F)cccc2F)o1)N1CCN(c2ccc([N+](=O)[O-])cc2)CC1,-5.2%
Cc1nnc([C@@H]2CC(F)(F)CN2C(=O)c2ccc3c(c2)OCO3)o1,-3.3%
Clc1ccccc1CSc1nc(CN2CCOCC2)nc2ccccc12,9.3%
CCCCN(Cc1ccco1)C(=O)Cn1nc(Cc2cccnc2)c2ccccc2c1=O,14.4%
CCOc1ccc(S(=O)(=O)N2CCC(c3ccncc3)CC2)cc1,-5.7%
